Bioassay records: PubChem BioAssay, National Center for Advancing Translational Sciences (NCATS)
FBPA coupling cs: qHTS Assay for Inhibitors of Fructose-1,6-bisphosphate Aldolase from Giardia Lamblia: Coupling assay counterscreen; coupling enzyme system counterscreen, AmpLite Red fluorescence; activity change, negative = inhibition, % at 58.2 µM, hits read low; 290,000 compounds, 0.67% hits; AID 2472, 2010; in the data active = activity change below about -30%; note: % is set by controls: 0 for no effect and ±100 for the full control effect
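First, compound is pin-transferred into glyceraldehyde-3-phosphate coupling-enzyme reagent at 57.5 uM final and held 10 min at RT. Next, substrate, coupling system and AmpLite Red are added. After 20 min RT, fluorescence (525/598 nm) is read.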
CXXC DNA block: qHTS Fluorescence Polarization Assay for Inhibitors of MLL CXXC domain - DNA interaction; Histone-lysine N-methyltransferase 2A (Homo sapiens), Q03164; MLL-CXXC / FITC-HOXA9 DNA fluorescence polarization; Potency, µM (titrated, usually from 115 µM), without a hit: top-dose activity change, negative = inhibition, usual class: inhibitors; 290,000 compounds, 0.037% hits; AID 2662, 2010; active = well fitted inhibition curve with a large enough effect in the polarisation, with a control signal flat, not every such curve was filed as active; inconclusive = small, poorly fitted or top-dose-only effect, or effect the other way, or a change in a side signal; inactive = no such curve, though single readings can be large or run the other way; the % refers to the polarisation; note: potency is the fitted concentration of half-maximal effect
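Fluorescence polarization: 7 uM MLL-CXXC (stock) preincubated 5 min with compounds, then 50 nM fluorescein-HOX-A9 DNA (stock) added; 30 min ambient. Buffer 50 mM Tris-HCl pH 7.5, 50 mM NaCl, 1 mM DTT, 0.05% BSA.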
B2AR arrestin: qHTS assay of beta-arrestin-biased ligands of beta2-adrenergic receptor; 330,000 compounds, 0.02% hits; beta-arrestin recruitment to beta2AR, cell-based reporter; Potency, µM (titrated, usually from 46.1 µM), for the others: at the top dose activation, hits mostly activators; AID 492947, 2010;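 note: potency is the fitted concentration of half-maximal effect; 0% = DMSO controls and full agonism = EC100 isoproterenol or metaproterenol; nearly all actives have a fitted effect of over 65% in size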
KCNH2 3.1 block: qHTS for Inhibitors of KCHN2 3.1: Mutant qHTS. Potassium voltage-gated channel subfamily H member 2, brain isoform KCNH2 3.1 (human). U2OS KCNH2 3.1, thallium flux FluxOr; hits give low values. activity change, % (tested at about 1.8 µM). 340,000 compounds, 0.95% hits. AID 720553, 2013;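 active = maximum activity change below -70%; inconclusive = maximum activity change from -70% to -50%; inactive = maximum activity change above -50%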;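 note: thallium influx rate constant from kinetic fluorescence after stimulation buffer; % is set by controls: 0 for no effect and ±100 for the full control effect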
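We transduce U2OS cells with the mutant 3.1 virus, culture them overnight, load FluxOr with Red40 quencher for 45 min, then add stimulation buffer and read kinetically for 2 min to derive a normalized rate constant.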
GALK inh: qHTS Assay for Inhibitors of Human Galactokinase (GALK). P51570. Purified GALK, Kinase-Glo residual ATP luminescence. Potency, µM (titrated, usually from 57.5 µM), for inactives: at the highest dose activity change, negative = inhibition, actives largely listed as inhibitors. 270,000 compounds, 0.007% hits; note: potency is the fitted concentration of half-maximal effect; % is set by controls: 0 for no effect and ±100 for the full control effect
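ATP-depletion format; final 35 uM ATP, 100 uM D-galactose, 5 nM enzyme; pH 8.0 HEPES/Mg2+ buffer; 60 min RT; luminescence read 10 min after detection reagent.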
Giardia kill: Small Molecules that selectively kill Giardia lamblia: qHTS; Giardia lamblia trophozoite viability; activity change, % at 7.66 µM, hits read low; 340,000 compounds, 0.15% hits; AID 540267, 2011; in the data active = activity change below about -80%; inconclusive = between about -30% and that limit;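 note: parasites exposed to compound for two days anaerobically before the ATP read; % is set by controls: 0 for no effect and ±100 for the full control effect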
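Viability, read as ATP luminescence: trophozoites at 100 cells/well, compound added, 48 hrs anaerobic at 37 deg C, then 15-30 min room-temperature development before reading.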
PKM2 activator: qHTS Assay for Activators of Human Muscle isoform 2 Pyruvate Kinase; 260,000 compounds, 0.34% hits; purified PKM2, Kinase-Glo ATP luminescence, activation; response scale: 0% is enzyme alone, no compound; Potency, µM (top dose mostly 57.5 µM), without a hit: at the top dose activation, actives largely listed as activators; AID 1631, 2009; note: potency is the fitted concentration of half-maximal effect; % is set by controls: 0 for no effect and ±100 for the full control effect; nearly all actives have a fitted effect of over 55% in size
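Kinase-Glo luminescence reports ATP generated from ADP (0.1 mM) and PEP (0.5 mM) by purified hPK-M2 after 1 h at room temperature, pH 7.2 imidazole buffer; intermediate enzyme activity allows detecting inhibitors and activators.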
USP2a inh: qHTS Assay for Inhibitors of Ubiquitin-specific Protease USP2a Using CHOP2 as the Reporter; AID 463254, 2010; USP2 core, Ub-CHOP2 coupled fluorogenic reporter, 485/531; Potency, µM (doses to about 38.3 µM), without a hit: at the top dose activity change, negative = inhibition, most hits filed as inhibitors; 330,000 compounds, 0.01% hits;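 note: potency is the fitted concentration of half-maximal effect; plate controls were DMSO wells for no effect and full inhibition by NEM control for full effect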
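Deubiquitinase activity read as fluorescence (485/531 nm) after Ub-CHOP2 cleavage activates the enterokinase reporter on its substrate; USP2 core 10nM, Ub-CHOP2 and substrate 25nM each, 30min compound preincubation then 60min RT; data normalized to NEM, curves fitted.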
Menin MLL FP TR: qHTS Assay for Inhibitors Targeting the Menin-MLL Interaction in MLL Related Leukemias: Competition With Texas Red Labeled MLL-derived Mutant Peptide. Menin + Texas Red MLL mutant peptide, fluorescence polarization. Potency, µM (highest dose often 61.6 µM), inactives show at the highest dose FP activity change, negative = inhibition, usual class: inhibitors. O00255. 270,000 compounds, 0.23% hits. AID 1768, 2009; active = well fitted inhibition curve with a large enough effect in the polarisation, with a control signal flat, not every such curve was filed as active; inconclusive = small, poorly fitted or top-dose-only effect, or effect the other way, or a change in a side signal; inactive = no such curve, though single readings can be large or run the other way; the % refers to the polarisation; note: potency is the fitted concentration of half-maximal effect; % of control where 0% means no effect; many of its hits are not listed in these tables
KCNH2 WT inh: qHTS for Inhibitors of KCHN2 3.1: Wildtype qHTS; U2OS, BacMam KCNH2, thallium flux FluxOr; hits give low values; activity change, % at 1.84 µM; 340,000 compounds, 0.37% hits; AID 720551, 2013;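 active = maximum activity change below -70%; inconclusive = maximum activity change between -70% and -50%; inactive = maximum activity change above -50%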; note: % is set by controls: 0 for no effect and ±100 for the full control effect
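U2OS cells transduced with wild-type KCNH2 virus are loaded with FluxOr dye for 45 min, and thallium flux is measured in kinetic reads before and after stimulation buffer. Rate constants are normalized to DMSO controls.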
TRPV1 ag: HTS Assay for Compounds that Act as Agonists of the Vanilloid Receptor 1; 320,000 compounds, 0.19% hits; activation, % at 8.33 µM; TRPV1-expressing cells, Fluo-8 calcium influx, agonist mode; Transient receptor potential cation channel subfamily V member 1 (Homo sapiens), Q8NER1; in the data active = activation above about 80%; inconclusive = between about 30% and that limit; note: 0% is about no effect
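TRPV1-expressing cells were cultured overnight at 35.5C and loaded with Fluo-8 calcium dye for 40 to 90 min at room temperature. After a 10 s baseline, compound was added and calcium influx was read kinetically for 3 min (ex 480/em 520 nm).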
* = called active by the depositor; u = inconclusive; x = no result given; [ ] = dose if it differs, or a comment. Unless noted, calls come from the whole dose curve; as a rule, active = well fitted curve in the direction sought with a large enough effect; inconclusive = small, poorly fitted or top-dose-only effect, or another doubt; inactive = no such curve, though single readings can be large; an effect the other way counts as inactive or inconclusive.

Start of the listing, in advance, four compounds:
Structure | FBPA coupling cs | CXXC DNA block | B2AR arrestin | KCNH2 3.1 block | GALK inh | Giardia kill | PKM2 activator | USP2a inh | Menin MLL FP TR | KCNH2 WT inh | TRPV1 ag
O=C(CCc1ccccc1)Nc1nc2ccc(S(=O)(=O)N3CCOCC3)cc2s1 | 0 | 21% | -0.1% | 3 | 0% | -11 | 1% | 0% | 3% | 10 | -1
COc1ccc(CCC(=O)NNC(=O)c2cccs2)cc1 | x | x | -0.1% | 1 | x | -4 | x | -1% | x | -11 | -9
O=C(O)COc1ccc(-c2nnn(Cc3ccccc3F)n2)cc1 | 22 | 7% | -0.4% | -2 | 0% | -5 | -19% | 0% | 2% | 5 | -5
C/C=N\NC(=O)CNC(=O)CNC(=O)c1ccccc1 | -1 | 1% | 0.0% | 26 | -3% | -1 | 6% | 12% | 11% | -4 | -6

The list itself, previewed entries included:
Structure | FBPA coupling cs | CXXC DNA block | B2AR arrestin | KCNH2 3.1 block | GALK inh | Giardia kill | PKM2 activator | USP2a inh | Menin MLL FP TR | KCNH2 WT inh | TRPV1 ag
O=C(CCc1ccccc1)Nc1nc2ccc(S(=O)(=O)N3CCOCC3)cc2s1 | 0 | 21% | -0.1% | 3 | 0% | -11 | 1% | 0% | 3% | 10 | -1
COc1ccc(CCC(=O)NNC(=O)c2cccs2)cc1 | x | x | -0.1% | 1 | x | -4 | x | -1% | x | -11 | -9
O=C(O)COc1ccc(-c2nnn(Cc3ccccc3F)n2)cc1 | 22 | 7% | -0.4% | -2 | 0% | -5 | -19% | 0% | 2% | 5 | -5
C/C=N\NC(=O)CNC(=O)CNC(=O)c1ccccc1 | -1 | 1% | 0.0% | 26 | -3% | -1 | 6% | 12% | 11% | -4 | -6
COc1c(Br)cc(Br)cc1/C=C1/C(=O)N=C(N)N1C | 0 | 13% | 0.2% | 0 | 1% | 2 | -1% | 2% | 2% | -12 | -7
COc1ccccc1/C=C/C(=O)NNC(=O)c1cc(C)oc1C | x | x | -1.0% | 2 | x | 0 | x | -1% | x | 8 | 1
COc1ccnc(Oc2ccc(F)cc2)c1C(=O)N/C=N/OCc1cccc(F)c1 | 0 | -3% | 0.1% | 18 | 6% | -13 | 1% | 2% | 6% | -6 | 11
Cc1cccc(NC(=S)NC(=O)CCc2ccccc2)c1 | -1 | -7% | 5.2% | -24 | -1% | 11 | 1% | -1% | 101%[activator] | 5 | 0
COc1cccc(CNC(=O)CCCn2nc(C)c3c(C)n(-c4ccccc4)nc3c2=O)c1 | -1 | 0% | 0.4% | -13 | 0% | 1 | 3% | 7% | -16% | 1 | -2
N=c1c2c(-c3ccccc3)c(-c3ccccc3)n(Cc3ccco3)c2ncn1CCN1CCOCC1 | -2 | 3% | 0.2% | -49 | -2% | -14 | -23% | 0% | u | -1 | 6
CCCS(=O)(=O)Nc1c(C(=O)OC)[nH]c2ccccc12 | 0 | 4% | -0.6% | 20 | x | 6 | 5% | 4% | 8% | -5 | -2
CCCCN(C)CCNC(=O)CN1C(=O)CSc2ccc(S(=O)(=O)N3CCCCC3)cc21 | -2 | 0% | 0.8% | -2 | 9% | 12 | x | -1% | -19% | 2 | 7
Nc1ccccc1C(=O)Nc1cccc(C(=O)O)c1 | 3 | -5% | 5.5% | -8 | -1% | -10 | -18% | 1% | 24% | -5 | -1
O=C1CCC(/C=C/c2ccccc2)=NN1Cc1ccc(F)cc1 | 0 | 6% | 0.3% | 1 | 10% | -11 | -3% | -7% | u | -3 | 18
CCC(CC)C(=O)Nc1nnc(S(=O)(=O)Nc2ccccc2C)s1 | -3 | 2% | -0.4% | 5 | x | 13 | x | -1% | -13% | -1 | -2
COc1ccc(-c2noc(CN(C)S(=O)(=O)c3ccc(Cl)cc3)n2)cc1OC | -1 | 6% | -0.1% | -11 | 0% | 11 | 7% | -1% | -14% | -2 | 6
CCOC(=O)C1=C(C)Nc2sc(C(=O)c3ccc(F)cc3)c(N)c2C1c1ccc(C(=O)OC)cc1 (stereo not given) | -5 | -4% | 1.0% | -22 | -1% | -9 | -13% | -6% | 6% | -3 | 5
CCc1nccn1C(=O)c1cnn2c(C(F)F)cc(-c3ccccc3)nc12 | 6 | u | -0.8% | x | -1% | x | 2% | 4% | 4% | x | 3
Cc1ccc(N(CC(O)Cn2c3ccccc3c3ccccc32)S(C)(=O)=O)c(C)c1 (stereo not given) | 2 | 6% | 0.5% | -42 | 2% | 1 | 0% | -11% | -5% | 3 | -1
CC1CCC(NS(=O)(=O)c2ccc3c(c2)CC(=O)N3)CC1 (stereo not given) | x | 6% | -0.9% | 0 | 2% | -12 | x | 0% | x | -10 | 4
COc1ccccc1N1CCN(C(c2ccc(C)cc2)c2nnnn2C(C)C)CC1 (stereo not given) | -1 | 0% | -0.3% | u | 0% | -2 | 1% | 2% | u | -20 | 17
CC1CCN(CCCN2C(=O)C3C(C(=O)Nc4ccc(Cl)cc4)C4C=CC3(O4)C2C(=O)NC2CCCCC2)CC1 (stereo not given) | 1 | -3% | 0.3% | -27 | 14% | 39[activator] | 8% | -1% | u | 6 | 0
Cc1cc(C(=O)N/N=C/c2ccccn2)n[nH]1 | 2 | -1% | 0.1% | 0 | 3% | 2 | 3% | 5% | 0% | 5 | 1
CCCC(=O)c1cc(-c2nc3ccccc3n2C)n(C)c1 | 1 | 9% | 0.2% | 4 | 0% | -10 | -6% | 0% | -4% | -33 | 1
COc1ccccc1C(=O)Nc1nnc(S(=O)(=O)N2CCCCC2)s1 | 3 | 8% | 0.4% | -24 | 4% | -17 | 11%[0.46 µM] | -2% | u | 0 | 9
CC(Sc1nnc2c(n1)C1CCC2(C)C1(C)C)C(=O)Nc1ccccc1 (stereo not given) | -1 | 2% | 3.1% | 5 | x | 2 | -13% | 0% | 4% | -8 | u
Nc1nonc1-n1nnc(C(=O)N/N=C/c2ccc(Cl)cc2Cl)c1CN1CCCCC1 | 3 | -8% | 0.2% | 15 | 1% | -26 | -1% | -1% | 3% | 14 | 2
O=C(CNC(=O)c1cccc(Br)c1)N/N=C/c1ccc2c(c1)OCO2 | 3 | 10% | -0.1% | -13 | -1% | 6 | -10% | 0% | u | -15 | -1
CCSc1nnc([C@H](Cc2ccccc2)NC(=O)OC(C)(C)C)o1 | 0 | 9% | -0.9% | -1 | -2% | -1 | 3% | 5% | -2% | -19 | 15
COc1cccc(NS(=O)(=O)CC23CCC(CC2=O)C3(C)C)c1 (stereo not given) | -1 | 16% | 0.0% | -1 | -3% | -10 | 1% | 1% | -4% | -4 | 11
CC(C)(C)n1nc2c(c1NC(=O)c1ccco1)CS(=O)C2 (stereo not given) | -2 | -9% | 0.4% | 6 | -2% | -9 | -10% | 1% | 5% | -10 | -3
O=C(Nc1cccnc1)c1ccc(Cl)c(Cl)c1 | -5 | 7% | -0.9% | 8 | -3% | -9 | -6% | 2% | 3% | -6 | 21
COc1ccccc1-c1nc(SCC(=O)NCc2ccco2)c2c(=O)n(C)c(=O)n(C)c2n1 | x | -12% | -0.6% | 0 | 1% | -7 | 5% | 1% | x | 1 | -1
CC(C)(c1ccccc1)c1ccc(OCc2ccc(C(=O)O)o2)cc1 | x | x | -0.2% | 8 | x | -5 | x | 0% | x | -9 | 0
COc1ccc(C(=O)CSc2nnc(-c3ccccc3)o2)cc1 | 0 | -4% | -0.7% | 6 | 4% | -2 | -5% | 1% | -9% | -1 | -3
O=C(NCc1ccccc1)c1nc[nH]c1C(=O)NCc1ccccc1 | 5 | 0% | -0.4% | -18 | 0% | 1 | 18% | 3% | -28% | 1 | 5
CC(C)(C)C(=O)Nc1cc2c3c(c1)CCN3C(=O)CC2 | -1 | -8% | -0.1% | 3 | -4% | -9 | x | -9% | -4% | -5 | 1
CCN(CC)c1ccc(C=N/C(C#N)=C(\N)C#N)cc1 | -3 | u | -0.9% | -5 | -2% | 11 | 1% | 12% | 39%[activator] | -2 | 20

This is a subset; the hit share may differ from the screen's.
